Source: PubChem BioAssay
GLS inh: inhibitors of human glutaminase (GLS) | AID 624170 | actives 0.21% (n = 410,000) | Potency, µM (doses to about 45.5 µM), inactives show top-dose activity change, negative = inhibition, actives largely listed as inhibitors | O94925 | GLS enzymatic activity, qHTS titration; further: on the % scale 0 is the no-effect control and ±100 the full control effect
Target sequence (O94925 whole entry, looked up): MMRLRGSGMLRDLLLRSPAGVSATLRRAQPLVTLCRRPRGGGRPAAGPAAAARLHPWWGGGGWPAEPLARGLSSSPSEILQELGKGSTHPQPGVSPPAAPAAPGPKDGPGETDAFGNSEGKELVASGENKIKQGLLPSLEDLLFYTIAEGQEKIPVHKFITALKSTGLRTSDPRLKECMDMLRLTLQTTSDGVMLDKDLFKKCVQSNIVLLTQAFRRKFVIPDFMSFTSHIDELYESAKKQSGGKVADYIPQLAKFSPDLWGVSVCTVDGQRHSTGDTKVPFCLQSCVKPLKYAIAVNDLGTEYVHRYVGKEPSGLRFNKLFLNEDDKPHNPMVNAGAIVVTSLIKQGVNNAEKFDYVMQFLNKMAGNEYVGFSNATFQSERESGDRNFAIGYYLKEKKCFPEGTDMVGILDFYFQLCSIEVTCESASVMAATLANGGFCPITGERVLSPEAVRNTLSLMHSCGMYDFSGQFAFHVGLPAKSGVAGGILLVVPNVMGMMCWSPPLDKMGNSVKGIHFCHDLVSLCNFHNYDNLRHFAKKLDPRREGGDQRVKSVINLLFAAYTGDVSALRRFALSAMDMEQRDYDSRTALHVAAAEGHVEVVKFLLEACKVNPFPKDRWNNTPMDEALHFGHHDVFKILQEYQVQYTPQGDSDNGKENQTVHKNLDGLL
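hKGA in 45 mM KH2PO4 (pH 8.2), 0.02% Tween-20 with compound, then 1mM L-Glutamine (stock as added) plus glutamate oxidase/HRP/Amplex red coupling mix. Fluorescence read initially and after 30 min at RT; signal change reflects glutamate formation.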
Pin1 inhibitor: human Pin1 inhibition. Potency, µM (titrated, usually from 115 µM), for the others: at the top dose activity, negative = inhibition, actives largely listed as inhibitors. Pin1 FP peptide displacement, HiFluor488, 10 min. actives 0.009% (n = 390,000); active means well fitted inhibition curve with a large enough effect in the polarisation, with a control signal flat, not every such curve was filed as active; inconclusive means small, poorly fitted or top-dose-only effect, or effect the other way, or a change in a side signal; inactive means no such curve, though single readings can be large or run the other way; the % refers to the polarisation; further: on the % scale 0 is the no-effect control and ±100 the full control effect
Tb PGK inh: inhibitors of T. brucei phosphoglycerate kinase. PGK/GAPDH coupled, Kinase-Glo luminescence, 60 min. AID 602233. Potency, µM (series often up to 57.5 µM), for the others: top-dose activity change, negative = inhibition, actives largely listed as inhibitors. actives 0.043% (n = 380,000); further: on the % scale 0 is the no-effect control and ±100 the full control effect; nearly all actives have a fitted effect of over 60% in size
Target sequence (P07378 whole entry, looked up): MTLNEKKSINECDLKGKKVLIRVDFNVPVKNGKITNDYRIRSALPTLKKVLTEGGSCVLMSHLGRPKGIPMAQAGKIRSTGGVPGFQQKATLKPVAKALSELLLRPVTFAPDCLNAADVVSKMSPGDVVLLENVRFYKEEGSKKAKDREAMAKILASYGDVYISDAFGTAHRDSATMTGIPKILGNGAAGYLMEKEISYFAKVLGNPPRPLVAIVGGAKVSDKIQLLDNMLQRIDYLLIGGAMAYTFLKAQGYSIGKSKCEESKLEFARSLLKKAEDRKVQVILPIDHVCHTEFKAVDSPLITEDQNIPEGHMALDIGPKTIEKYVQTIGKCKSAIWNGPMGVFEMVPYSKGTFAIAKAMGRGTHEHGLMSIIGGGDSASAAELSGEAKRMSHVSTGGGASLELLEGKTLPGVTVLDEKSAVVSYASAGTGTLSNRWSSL
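Luminescent ATP detection (Kinase-Glo Plus) follows a 60-minute room-temperature incubation, with wells lacking PGK as controls. Buffer: 100 mM TEA (pH 7.6), 5 mM MgCl2, 0.01% Tween-20. Coupling enzyme GAPDH (100 nM final) supplies unstable 1,3-BPG in-well.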
BAZ2B block: BAZ2B (human) inhibition; Q9UIF8; AlphaScreen BAZ2B-H3K14Ac peptide displacement; Potency, µM (doses to about 114 µM), for the others: at the highest dose activity change, negative = inhibition, hits mostly inhibitors; actives 4.4% (n = 360,000); AID 504333; further: on the % scale 0 is the no-effect control and ±100 the full control effect; nearly all actives have a fitted effect of over 60% in size
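Compounds, titrated to a top concentration of 110 uM, were incubated 30 min at room temperature with preformed BAZ2B/acetyl-K14 H3 peptide complex (50 nM each). Proximity signal was measured by AlphaScreen after 20 min with beads.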
JMJD2A Tudor: JMJD2A Tudor domain (human) inhibition; Potency, µM (top dose mostly 114 µM), for the others: at the top dose activity change, negative = inhibition, usual class: inhibitors; AlphaScreen JMJD2A-Tudor / H3K4me3 peptide binding; actives 4.4% (n = 390,000); AID 504339; O75164; further: on the % scale 0 is the no-effect control and ±100 the full control effect; nearly all actives have a fitted effect of over 50% in size
HP1b chromo inh: blocks HP1-beta chromodomain binding to methylated histone tails; Potency, µM (titrated, usually from 114 µM), for the others: at the top dose activity change, negative = inhibition, usual class: inhibitors; AlphaScreen HP1-beta / biotin-H3K9me3 peptide binding; actives 0.56% (n = 390,000); further: nearly all actives have a fitted effect of over 70% in size; inactives centre near 23
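Compound inhibition of the preformed complex between 50 nM HP1-beta and 50 nM biotinylated H3K9me3 peptide was read by AlphaScreen. Buffer was PBS pH 7.4 with 0.01% Tween-20. Incubations ran 30 min at room temperature, with 10 ug/mL donor/acceptor beads.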
BLM inh: Bloom syndrome helicase (human) inhibition; P54132; recombinant BLM DNA unwinding, fluorescence dequenching; Potency, µM (doses to about 56.1 µM), without a hit: at the highest dose activity change, negative = inhibition, actives largely listed as inhibitors; actives 0.2% (n = 350,000);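 further: plate controls were vehicle for no effect and no enzyme for full effect; nearly all actives have a fitted effect of over 35% in size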
G9a block: G9a (human) methyltransferase inhibition. G9a H3K9 monomethylation, AlphaScreen, 2 h. Potency, µM (titrated, usually from 102 µM), without a hit: at the top dose activity, negative = inhibition, usual class: inhibitors. actives 8.8% (n = 350,000). AID 504332; further: on the % scale 0 is the no-effect control and ±100 the full control effect; nearly all actives have a fitted effect of over 75% in size
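G9a (20 nM) preincubated 15 min RT with compounds, then 500 nM biotinylated H3K9 peptide and 20 uM SAM added; 2 h RT reaction. Monomethyl-H3K9 product detected by AlphaScreen with anti-H3K9me1 antibody, streptavidin donor and anti-rabbit IgG acceptor beads.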
POLI inh: DNA polymerase iota (human) inhibition. Q9UNA4. Pol iota fluorescent replication assay, 10 min. Potency, µM (titrated, usually from 115 µM), inactives show at the highest dose activity, negative = inhibition, hits mostly inhibitors. actives 1% (n = 390,000)
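Pol iota at 10 nM preincubated 15 min with compounds at room temperature; reaction started with fluorescent substrate, 50 nM final. Fluorescence read kinetically at 0 and 10 min; buffer-only wells as negative control.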
* hit, by the source's call; i = inactive; ? = inconclusive; / = no result given; & = joins results of further samples; [ ] = remark or other dose. Unless noted, the call rests on the fitted dose curve; in most records, active means well fitted curve in the direction sought with a large enough effect; inconclusive means small, poorly fitted or top-dose-only effect, or another doubt; inactive means no such curve, though single readings can be large; an effect the other way counts as inactive or inconclusive. Potency means the concentration at half of the fitted maximal effect.

Pin1 inhibitor	G9a block	BAZ2B block	BLM inh	Tb PGK inh	canonical_smiles	JMJD2A Tudor	GLS inh	HP1b chromo inh	POLI inh
3.6%	-1.0%	-34.9%	-3.6%	-3.5%	CC(=O)c1ccc(N2CCN(C(=O)C3CCCN(S(=O)(=O)c4c(C)[nH]c(=O)[nH]c4=O)C3)CC2)cc1 (stereo not given)	-18.0%[11.4 µM]	?	-19.0%	118.5%[activator]
-0.3%	/	-0.7%	-0.7%	0.5%	O=C(Nc1ccccc1)N1CCN(S(=O)(=O)c2ccccc2)CC1	-12.0%[11.4 µM]	-3.0%	13.1%	103.0%[activator]
0.9%	/	/	/	-0.6%	CCOC(=O)C1=CN(Cc2ccco2)S(=O)(=O)NC1c1cccc(OC)c1 (stereo not given)	-13.0%	-10.6%	74.5%[activator]	31.5%[activator]
5.1%	132.5%[activator]	72.9%[activator]	-10.8%	1.6%	Cc1ccc(C(=O)OCc2nnc(-c3ccc(Br)cc3)o2)cc1	-2.8%	2.8%	98.4%[activator]	73.7%
3.1%	-8.5%[59 µM]	3.2%	-1.3%	-6.7%	Cc1ccc(NC(=O)CCn2cnc3cc(C)c(C)cc32)cc1	-16.0%	0.8%	36.3%	23.7%
4.5%	?	-21.4%	-3.7%	-7.8%	COc1ccc([N+](=O)[O-])cc1NC(=O)c1cn(-c2ccc(Cl)cc2)c(=O)c2ccccc12	-17.0%	-0.4%	2.7%	18.7%
-14.1%	-45.2%	-14.2%	-12.6%	-8.6%	COc1cc(NS(=O)(=O)c2ccc(NC(=O)/C=C/c3ccc([N+](=O)[O-])cc3)cc2)ncn1	-34.1%	2.3%	1.5%	27.5%
-3.3%	-34.4%[12.7 µM]	-29.2%	-2.2%	2.7%	Cc1cccc(N(C)S(=O)(=O)c2cccc3nsnc23)c1	-30.3%	-1.0%	-5.9%	-1.3%
7.4%	-1.4%	/	-3.3%[75.6 µM]	-2.4%	COc1ccc(-c2c(C)cc3oc(=O)cc(-c4ccccc4)c3c2C)cc1C=O	-18.5%	18.1%	22.5%	-1.2%
6.6%	-8.9%[59 µM]	6.4%	-1.0%	i	c1ccc2ncc(-n3cnnn3)cc2c1	-9.9%	-6.6%	?	7.1%
4.1%	11.7%[59 µM]	-3.3%	-5.3%	i	CCCc1ccc(OCC(=O)NNC(=O)c2cccnc2)cc1	-7.1%	-0.9%	42.1%[activator]	24.9%
-4.0%	1.3%	-5.6%	2.0%	-2.4%	COc1ccc(S(=O)(=O)N2CCCCC2)cc1NC(=O)c1ccc([N+](=O)[O-])o1	-5.5%	15.0%	32.9%	16.2%
0.0%	44.7µM*	?	-12.3%	-5.5%	C=CCn1c(SCC(=O)NCCOC)nc2scc(-c3ccco3)c2c1=O	79.4µM*	15.4%	2.0%	?
?	?	?	-0.5%	1.0%	COCCOC(=O)C(C#N)c1nc2ccccc2nc1N1CCN(Cc2ccccc2)CC1 (stereo not given)	?	7.2%	?	25.7%
-1.3%	3.3%[59 µM]	-0.8%	-2.8%	-10.1%	CCOc1ccc(C(C)C)cc1S(=O)(=O)n1nc(C)cc1C	8.6%	0.7%	50.6%[activator]	-5.8%
-5.5%	?	3.8%	-5.7%	-3.1%	Nn1c(SCC(=O)Nc2ccccc2F)nnc1-c1cccnc1	-16.4%	-1.3%	29.2%	12.8%
12.1%	-9.5%[59 µM]	12.2%	-7.1%	-11.7%	Clc1cnc(N/N=C/c2ccco2)c(Cl)c1	-15.5%	10.5%	-1.4%	-2.6%
-4.8%	-15.6%[12.7 µM]	3.7%	/	1.4%	CCCn1c(N)c(N(CCOC)C(=O)c2ccc(-c3ccccc3)cc2)c(=O)[nH]c1=O	-12.1%	12.9%	39.2%[activator]	12.1%
1.9%	?	44.7µM*	0.0%	-0.5%	CN1CCN(C2=Cc3ccccc3Sc3cc(F)c(F)cc32)CC1	?	-6.8%	?	-7.9%
1.1%	2.8%	0.0%	2.3%	-1.9%	COCCNC(=O)NC(=O)COC(=O)C12CC3CC(CC(NC(C)=O)(C3)C1)C2	-20.1%	-9.1%	25.7%	13.4%
6.7%	24.6%	-3.4%	-8.0%	-8.7%	CC(C)c1nc(NCc2ccccc2)c(C#N)c2c1CCCC2	6.1%[11.4 µM]	-4.1%	16.3%	-6.5%
-2.6%	?	10.1%	-0.7%	4.7%	C=CCn1c(CCn2c3ccccc3c3ccccc32)n[nH]c1=S	-28.6%	-4.2%	15.4%	23.1%
-2.0%	/	?	1.4%	-4.1%	C[N+]1(CN2C(=O)C3C4C=CC(C4)C3C2=O)CCCCC1 (stereo not given)	-17.6%	-1.1%	15.0%	-15.2%
-23.2%	12.6%[59 µM]	1.2%	1.5%	-6.3%	O=C(CN1C(=O)C2C3C=CC(C3)C2C1=O)NCCN1CCCc2ccccc21 (stereo not given)	-26.0%	-27.7%	-3.4%	49.7%[activator]
-2.4%	-0.9%	0.8%	-4.3%	3.3%	CCOCCCNC(=O)C(NC(=O)Cc1cccs1)c1ccc(Cl)cc1 (stereo not given)	-14.6%	0.0%	16.8%	123.5%[activator]
-10.4%	-30.1%	5.1%	5.7%	-5.3%	Cc1nnc(SCc2ccc(CSc3nnc(C)c(=O)[nH]3)cc2)[nH]c1=O	-0.8%[57.1 µM]	10.4%	45.5%[activator]	?
-1.3%	122.2%[activator]	53.4%[activator]	-14.3%	-10.0%	CC1COc2ccccc2N1S(=O)(=O)c1ccc(Cl)cc1 (stereo not given)	85.4%[activator]	-0.8%	118.3%[activator]	92.2%[activator]
49.8%[activator]	18.8%[59 µM]	6.2%	-2.6%	-6.1%	O=S(=O)(NCCc1ccc2c(c1)OCCO2)c1cccs1	-25.0%	-9.3%	-3.3%	3.0%
3.5%	-19.1%	-32.0%	-7.0%	i	NC(=O)COc1ncnc2scc(-c3ccc(F)cc3)c12	-10.5%	-8.4%	56.5%[activator]	76.3%[activator]
0.6%	19.4%[59 µM]	-18.6%	-3.9%	-9.2%	CCCCN1C(=O)c2[nH]nc(-c3ccccc3O)c2C1c1ccc(C(C)(C)C)cc1 (stereo not given)	-34.0%	4.3%	50.3%[activator]	7.3%
-10.4%	-2.8%	0.1%	-4.5%	-7.1%	CC(C)(C)OC(=O)N1CCC[C@H]1c1nnc(SCc2ccc(Cl)cc2)o1	12.7%	-2.7%	37.1%[activator]	5.4%
44.3%[activator]	-6.2%[0.501 µM]	1.2%	/	-2.2%	COc1ccc2oc(C(=O)OCC(=O)Nc3ccc(NC(C)=O)cc3)c(C)c2c1	-20.0%	4.7%	-0.9%	-6.0%
5.3%	-9.5%	-5.2%	0.8%	-8.5%	O=C(O)c1ccc2c(c1)C(=O)N(CCc1c[nH]c3ccccc13)C2=O	-29.6%	22.3%	-16.6%	28.7%
-5.2%	0.2%[2.33 µM]	-24.7%	-5.7%	-6.1%	O=C(NCCc1c[nH]c2ccccc12)c1cccc(Br)c1	?	5.6%	-3.9%	-14.4%
?	-24.8%[59 µM]	-4.8%	-4.0%	-3.3%	COc1ccc(N(C)C(=O)c2cc3c(s2)-c2ccccc2OC3)cc1	-32.7%	-5.3%	4.6%	-4.6%
0.3%&6.0%	28.8%	-27.3%&-7.3%	-8.7%&-11.8%	-6.1%&-6.3%	COC(=O)c1ccc(NC(=O)Cn2nc(C(=O)Nc3ccc(C)cc3)ccc2=O)cc1	7.8%&-6.7%	-9.4%&8.4%	36.1%&16.7%	?
-3.6%	-9.5%	?	-2.9%	i	COc1cccc(C(C(=O)NC(C)(C)C)N(Cc2ccco2)C(=O)CCC(=O)Nc2cc(C)on2)c1OC (stereo not given)	-13.9%	0.5%	-23.9%	14.6%
1.5%	-4.7%[59 µM]	-20.5%	-2.3%	-2.6%	CC1=CCC2C(=O)N(c3ccc(Br)cc3C)C(=O)C2C1 (stereo not given)	4.9%	11.4%	64.4%[activator]	19.4%
-2.2%	20.7%[12.7 µM]	-0.5%	1.1%	-0.3%	CCCS(=O)(=O)N1CCCC(C(=O)NC2CCCC(C)C2C)C1 (stereo not given)	-1.4%	-7.4%	43.4%[activator]	-3.4%
10.0%	0.6%[59 µM]	13.4%	-1.0%	-8.0%	CN(C)S(=O)(=O)c1ccc(N2CCCC2)c(C(=O)Nc2nc(-c3cc(F)ccc3F)cs2)c1	-15.9%	1.1%	38.7%	?

Part of the list above, with values under each structure:
Every second line gives: Pin1 inhibitor, G9a block, BAZ2B block, BLM inh, Tb PGK inh, JMJD2A Tudor, GLS inh, HP1b chromo inh, POLI inh
COC(=O)c1ccc(NC(=O)Cn2nc(C(=O)Nc3ccc(C)cc3)ccc2=O)cc1
  0.3%&6.0%, 28.8%, -27.3%&-7.3%, -8.7%&-11.8%, -6.1%&-6.3%, 7.8%&-6.7%, -9.4%&8.4%, 36.1%&16.7%, ?
O=C(NCCc1c[nH]c2ccccc12)c1cccc(Br)c1
  -5.2%, 0.2%[2.33 µM], -24.7%, -5.7%, -6.1%, ?, 5.6%, -3.9%, -14.4%

Later entries.
Pin1 inhibitor	G9a block	BAZ2B block	BLM inh	Tb PGK inh	canonical_smiles	JMJD2A Tudor	GLS inh	HP1b chromo inh	POLI inh
-2.1%	25.3%	-11.3%	-0.8%	7.6%	Nc1cccc(P(=O)(c2ccccc2)c2ccccc2)c1	-1.4%	-6.7%	-9.3%	16.1%
-0.3%	-6.5%[12.7 µM]	6.9%	-2.6%	5.2%	CC(C)(C)NC(=O)C1CCN(C(=O)c2ccc(Br)cc2)CC1	-12.0%	-0.1%	30.4%	4.3%[58.9 µM]
-1.8%	-5.9%[59 µM]	-2.1%	-8.1%	i	CCOC(=O)c1[nH]c(C)c(C(=O)NC2CCCCCC2)c1C	1.0%	1.3%	29.1%	-5.9%
-3.1%	?	-17.7%	-6.4%	-4.0%	CC1CCc2sc(C(=O)N(C)CC(=O)Nc3cccc(F)c3)cc2C1 (stereo not given)	0.0%	-2.2%	25.2%	11.6%
-11.6%	?	-4.6%	-13.5%	-10.1%	O=C(OCCCN=C1NS(=O)(=O)c2ccccc21)C1CC(=O)N(c2ccc(Cl)cc2)C1 (stereo not given)	-11.9%	5.5%	55.9%[activator]	?
-5.5%	26.2%	-16.9%	1.2%	-3.4%	Cn1ccnc1C(=O)c1ccc(N)cc1	-7.1%	2.5%	1.3%	40.0%[activator]

Not all compounds are listed (hit frequency here may not be typical).
